SSB-PriA inh = inhibitors of Klebsiella pneumoniae PriA binding to SSB C-terminal tail, primary screen, biochemical, AlphaScreen; AlphaScreen SSBct-PriA binding, biotinylated peptide; inhibition, % at 33 µM; hit rate 0.6% among 430,000; in the data active = inhibition mostly above about 37%, no sharp cut-off; inactive = mostly below about 20%;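 also: plate controls were negative control peptide for no effect and reference peptide for full effect; strong numbers were not always called active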
* hit, by the source's call; & = joins results of further samples. These rows are one share of the data. The share of hits here may be higher or lower than overall.

SMILES	SSB-PriA inh
Cc1ccc(S(=O)(=O)N2CCN(CCn3cccn3)CC2)c(C)c1	1.0
CC(O)(CNC(=O)CSc1ccc(F)cc1)c1ccc(-c2ccccc2)cc1 (stereo not given)	-19.0
O=C(NCCC1=CCCCC1)C1CCN(c2cc(-n3ccc4ccccc43)ncn2)CC1	-11.0
O=C(CSc1nc2[nH]ncc2c(=O)[nH]1)NC[C@H]1CCCO1	-28.0
Cc1cc(CN2CCC(CNC(=O)C3c4ccccc4Oc4ccccc43)CC2)c(C)o1	-6.0
CCCCOc1ccc(NC(=O)N2CC[C@H](c3ccc4c(c3)OCO4)C2)cc1	8.0
COc1cc(C=NNC(=O)c2ccoc2C)ccc1O	0.3
O=C(CSc1n[nH]c(-c2ccccc2)n1)Nc1ccccc1	46.1
Cc1cc(SCC(=O)NC23CC4CC(CC(C4)C2)C3)nc2ccccc12	-2.0
CCOC(=O)CNC(=O)CSc1nc2c(c(=O)n1-c1cccc(C(F)(F)F)c1)SCC2	1.0
CCn1c(SCC(=O)N2CCN(c3ccccc3)CC2)nnc1-c1c(C)nc2sccn12	-24.0
O=C(Cn1nc(C(F)F)cc1C(F)F)NN=Cc1ccc2c(c1)OCO2	-8.5

Four of the compounds above, as a markdown table.
| molecule | SSB-PriA inh |
| --- | --- |
| CCCCOc1ccc(NC(=O)N2CC[C@H](c3ccc4c(c3)OCO4)C2)cc1 | 8.0 |
| CCOC(=O)CNC(=O)CSc1nc2c(c(=O)n1-c1cccc(C(F)(F)F)c1)SCC2 | 1.0 |
| O=C(NCCC1=CCCCC1)C1CCN(c2cc(-n3ccc4ccccc43)ncn2)CC1 | -11.0 |
| O=C(Cn1nc(C(F)F)cc1C(F)F)NN=Cc1ccc2c(c1)OCO2 | -8.5 |

Next part:
SMILES	SSB-PriA inh
O=C(Cc1ccc(Cl)cc1)Nc1ccc2c(c1)N(C(=O)c1ccco1)CC2	14.0
COc1ccc(-c2cc3c(SCC(=O)NCc4ccccc4OC)nccn3n2)cc1	-14.0
COc1ccc(S(=O)(=O)N2CCCC2CNC(=O)c2c(F)cccc2F)cc1 (stereo not given)	-14.0&-7.0
CS(=O)(=O)c1ccc(-c2ccc(NS(=O)(=O)c3cccnc3)cc2)nn1	17.0
O=C(CSC1CCCC1)N1CCN(c2cc(C(F)(F)F)ncn2)CC1	1.0
COc1ccc(C(=O)Nc2ccc3c(c2)C(=O)N(C)CCO3)c(OC)c1	-22.0
O=S(=O)(NCc1ccsc1)c1cc(F)ccc1F	-14.0
CC(=O)Nc1ccc2nc(NC(=O)c3ccc(S(=O)(=O)N(C)Cc4ccco4)cc3)sc2c1	-11.0
COc1ccc(Br)c(C(=O)N2CCC(Oc3nc4ccccc4o3)CC2)c1	-9.0
CSc1ccc(C(=O)Nc2nnc(-c3cccs3)o2)cc1	0.0
O=C(CN1CCN(CC(O)C2CC2)CC1)NCC1CCCO1 (stereo not given)	-18.0
CCCn1cc(SCC(=O)Nc2cccc(OC)c2)c2ccccc21	-1.0
Cc1nc2ccccc2c(=O)n1-c1cccc(NS(=O)(=O)c2ccc3c(c2)CCCC3)c1	6.0
COc1ccccc1NC(=O)NCC(c1ccsc1)N1CCCCCC1 (stereo not given)	-6.0
Cn1c(CSC(N)=NN=Cc2ccccc2)c(Br)c(=O)n1-c1ccccc1	6.6
COc1cc(-c2noc(-c3scc(-c4cccc(C)c4)c3-n3cccc3)n2)ccc1OC(C)C	-18.0
CC(=NNC(=O)CCc1c(C)n[nH]c1C)c1cccc([N+](=O)[O-])c1	5.3
CC(=O)NCCn1ncc2c(=O)n(Cc3ccccc3C)cnc21	-7.0
O=S(=O)(NCC1COC2(CCCCC2)O1)c1ccc2c(c1)CCCC2 (stereo not given)	-13.0
O=C(Nc1cc(-n2ccnc2)ncn1)c1cc2ccccc2o1	6.0
CCOCC(=O)NC[C@H]1CN(c2ccc(Cl)c(Cl)c2)C(=O)O1	-8.0
O=[N+]([O-])c1ccc(C=NNc2nc(NCc3ccccc3)nc(N3CCOCC3)n2)cc1	4.1
Cc1noc(Cn2c(=O)c3cc4c(cc3n(CC(N)=O)c2=O)OCO4)n1	-3.0
COc1ccc(NC(=O)Cn2cnc3c([nH]c4cc(OC)c(OC)cc43)c2=O)c(OC)c1	-15.0
CC(C)N1CCC(CNS(=O)(=O)Cc2ccc(Cl)cc2)CC1	7.0
Cc1ccc(CNC(=O)CCc2nc3sc4c(c3c(=O)[nH]2)CCC(C(C)(C)C)C4)o1 (stereo not given)	4.0
COc1ccc(NC(=O)CSc2oc(-c3cccs3)nc2S(=O)(=O)c2ccc(Br)cc2)c(OC)c1	1.0
COc1ccc(CC(=O)Nc2ccc3c(c2)N(C(=O)C2CC2)CC3)cc1OC	1.0
Oc1ccc2nc(N3CCN(c4ccccc4)CC3)sc2c1	34.0
O=C(NCCCn1ccc2cccnc21)c1nc2ccccc2s1	12.0
COc1ccc(C=NNC(=O)c2cc[n+]([O-])cc2)cc1OC	-7.5
COC(=O)c1ccc2c(=O)n(CCCC(=O)NCc3ccc(F)cc3)c(=S)[nH]c2c1	-2.0
Cc1[nH]c(=O)[nH]c(=O)c1C=NNC(=O)[C@@H](NC(=O)OC(C)(C)C)C(C)C	-7.1
CC(C)C(C(=O)Nc1ccc(S(N)(=O)=O)cc1)N1C(=O)C2C3C=CC(C3)C2C1=O (stereo not given)	-16.0
O=C(Nc1cccc(F)c1)Nc1nccn(-c2cccc(Cl)c2)c1=O	6.0
CC(C)(Cc1ccc(O)cc1)NC(=O)CC(=O)NN=Cc1ccc([N+](=O)[O-])cc1	-2.6
CCOc1cc(S(=O)(=O)NCCC2=CCCCC2)ccc1F	-25.0&-1.0
Cc1ccc(-c2ccc(=O)n(CCCC(=O)Nc3ccccc3C(N)=O)n2)cc1	-6.0
CN(C)S(=O)(=O)c1ccc(C(=O)N(CC(F)(F)F)C2CCOCC2)cc1	-2.0
COC(=O)c1sc(S(=O)(=O)N2CCCC2)c(C(=O)OC)c1C	-1.0
CN1C(=O)C(C)(C)COc2ccc(NC(=O)c3ccc4c(c3)OCO4)cc21	32.0
Cn1ccnc1N1CCN(CC(=O)Nc2ccc(C(F)(F)F)cc2)CC1	8.0
O=c1nc(SCc2cccc([N+](=O)[O-])c2)nc2ccc(Cl)cn12	3.0
CCN(CC)CCN(C(=O)COc1ccc(Cl)cc1)c1nc2cc3c(cc2s1)OCO3	1.0
COc1ccc(C#CCO)cc1	-10.0
O=C(O)c1ccc[nH]c1=O	0.0
COc1cc(CSc2nc(=O)n3cccc(C)c3n2)cc(OC)c1	-18.0
O=C(Cc1cccc2ccccc12)Nc1ccc2c(c1)CCCN2S(=O)(=O)c1cccs1	0.0
O=c1cc(CN2CCN(c3ccccc3)CC2)occ1OCc1ccc(C(F)(F)F)cc1	-16.0
NC(=O)c1ccc(NC(=O)C2CCCN(c3ccc(-c4ccc(F)cc4)nn3)C2)cc1 (stereo not given)	-10.0
O=C(NN=Cc1cccnc1)c1cccc(Br)c1	-0.9
COCCn1c(SCC(=O)NC[C@H]2CCCO2)nc2c([nH]c3ccccc32)c1=O	-4.0
O=C(NCCn1ncc2c(=O)n(Cc3cccc(F)c3)cnc21)C1CC1	10.0
CC(C)c1nnc(C2CCN(C(=O)c3ccccc3C(F)(F)F)CC2)o1	-8.0
O=C(Cc1ccsc1)Nc1ccccc1Cc1nc(-c2cnccn2)no1	-7.0
Cc1ccc(C=NNC(=O)CNC(=O)c2ccc(S(=O)(=O)N(C)C)cc2)o1	-2.2
CC(=O)Nc1ccc(S(=O)(=O)N2CCN(c3cnccn3)CC2)cc1	-16.0
CCc1ccc(C(=O)NN=C(C)c2cccnc2)s1	-1.1
O=C(Nc1ccc([N+](=O)[O-])cc1-c1nc2ccccc2[nH]c1=O)C(F)(F)F	7.0
CS(=O)(=O)N1CCCC1C(=O)Nc1nc2c(F)cc(F)cc2s1 (stereo not given)	5.0

More records.
SMILES	SSB-PriA inh
O=C(Nc1ccc(Cl)cc1)Nc1nc(CC(=O)N2CCOCC2)cs1	0.0
NCc1nc(-c2ncccn2)no1	-17.0
Cc1ccc(-n2nnc(C(=O)OCc3ccccc3C)c2C)cc1F	-37.0
CCc1nn(C)c(N)c1-c1ccc(F)cc1	-14.0&6.0
O=C(NCc1ccc2c(c1)OCO2)C1CCCN(c2cnc3ccccc3n2)C1 (stereo not given)	0.0
N#C/C(=C/c1cn(-c2ccccc2)nc1-c1ccc(F)cc1)C(N)=S	-10.0
CCCCOc1ccc(C(=O)Nc2ccc3c(c2)CN(S(=O)(=O)c2ccc(C)cc2)CC3)cc1	-2.0
COc1ccc(CCS(=O)(=O)Nc2ccc3c(c2)CCC(=O)N3C)cc1	-3.0
CCc1ccccc1NC(=O)N1CCN(c2ccc3nncn3n2)CC1	-10.0&-1.0
O=C(Cc1ccc(F)cc1)NN=Cc1ccc(-c2ccc(Cl)c(C(=O)O)c2)o1	-3.0
Cn1cccc1C(CNC(=O)Cc1cccs1)N1CCc2ccccc2C1 (stereo not given)	-13.0
CC(=O)Nc1ccc(C(=O)NCCNC(=O)Cc2ccc(F)cc2)cc1	-21.0
COC(=O)c1ccccc1-c1ccc(/C=C(\C#N)c2nc(-c3ccco3)cs2)o1	-1.0
COc1ccc(C(=O)NCC(=O)NN=Cc2cn[nH]c2-c2ccccc2)cc1	-7.4
COc1cccc(-c2cc(CC(=O)Nc3ccccc3SC)no2)c1	2.0
FC(F)(F)c1[nH]nc2ccncc12	-5.0
COc1ccc(OC)c(-c2ccc(=O)n(CC(=O)N3CCCC3)n2)c1	-12.0
COc1ccc(OC)c2sc(N(Cc3ccco3)C(=O)c3cc(C)no3)nc12	-2.0
CCN(CC)CCN1C(=O)C(=O)C(=C(O)c2ccncc2)C1c1ccccc1 (stereo not given)	-9.5
Cc1ccc(-c2csc(=NC34CC5CC(CC(C5)C3)C4)n2-c2ccccc2)c(C)c1	-9.0
O=C(Nc1ccc2c(c1)OCO2)N1CCC(c2nnc(C3CC3)s2)CC1	12.0
Cc1ccc(-c2cc3c(=O)n(Cc4nc(-c5ccc(C)cc5)oc4C)ccn3n2)cc1	-15.0
CC(=O)CNc1ccc(S(=O)(=O)NN=Cc2ccccc2)cc1	-9.5
CC(=O)NC1C(Sc2ccccc2)OC(CO)C(O)C1O (stereo not given)	-1.0

A second format for 3 compounds above.
Structure,SSB-PriA inh
COc1ccc(S(=O)(=O)N2CCCC2CNC(=O)c2c(F)cccc2F)cc1 (stereo not given),-14.0&-7.0
O=C(Nc1ccc([N+](=O)[O-])cc1-c1nc2ccccc2[nH]c1=O)C(F)(F)F,7.0
COc1cccc(-c2cc(CC(=O)Nc3ccccc3SC)no2)c1,2.0

The list continues.
SMILES	SSB-PriA inh
Cc1ccc(C(=O)Nc2nc3c(s2)CCC3C(=O)NCCn2nc(-c3ccco3)ccc2=O)cc1 (stereo not given)	4.0
CCNc1nc(NCC)nc(N(C)N=Cc2ccco2)n1	8.9
CCN1CCN(c2nc3ccc(OC(=O)COc4ccc(Cl)cc4Cl)cc3s2)CC1	-6.0
COc1ccc(C=Nn2cnnc2SCCO)cc1OC	-4.3
Cc1ccc(NC(=O)NCc2nc(C)cc(N(C)C)n2)c(Cl)c1	-7.0
COc1cccc(Nc2nc(N3CCC(Cc4ccccc4)CC3)nc3c2cnn3C)c1	-9.0
Cc1ccc(SCC(=O)Nc2oncc2-c2ccc(C)cc2)cc1	-5.0
CCN(CC)S(=O)(=O)c1cccc(C(=O)NN=Cc2ccc(N3CCOCC3)cc2)c1	-9.9
CN(C)CCN(C(=O)COc1ccc(Cl)cc1Cl)c1nc2cc3c(cc2s1)OCO3	-10.0&9.0
COc1ccc(SCC2CCN(C(=O)Cc3cccs3)CC2)cc1	-19.0
Cc1csc(=NN=C2CCCCC2)n1Cc1ccco1	-2.2
Cn1c(CN2CCN(CC(=O)NCc3ccco3)CC2)nc2ccccc21	-2.0
O=C(c1ccc(-n2cccc2)cc1)N1C2C=CCC1CC2 (stereo not given)	10.0
CCCc1cc(=O)n(CC(=O)NCc2ccc3c(c2)OCO3)cn1	-7.0
O=C(NN=Cc1ccc(O)cc1)c1cc(-c2ccc3c(c2)OCO3)n[nH]1	-7.5
Clc1c(-c2nnc(SC/C=C/c3ccccc3)o2)sc2ccccc12	-11.0
COc1cccc(NC(=O)N2CCCC(c3nnc(Cc4ccc(F)cc4)o3)C2)c1 (stereo not given)	-12.0&12.0
O=C(CN1C(=O)c2ccccc2C1=O)Nc1ccc(Cl)c2ncsc12	-12.0
COc1ccc(C)cc1NC(=O)C(=O)NC[C@@H](c1cccs1)N1CCc2ccccc2C1	-17.0
COCCOC(=O)c1c(C)n(S(=O)(=O)c2ccc(C)cc2)c2ccc(NS(=O)(=O)c3ccc(C)cc3)cc12	-7.0
Cc1noc(C)c1CC(=O)OC1CN(c2nc3c(Cl)cccc3s2)C1	11.0
O=C1CN(S(=O)(=O)c2cccc([N+](=O)[O-])c2)CC(Cn2c3ccccc3c3ccccc32)O1 (stereo not given)	15.0
CC1CCCC(=NNC(=O)c2ccncc2)C1 (stereo not given)	-10.8
O=C(Cn1cncn1)N1CCCC(Cc2nc(C3CC3)no2)C1 (stereo not given)	-10.0

Reformatted with each value named: two of the compounds above
O=C1CN(S(=O)(=O)c2cccc([N+](=O)[O-])c2)CC(Cn2c3ccccc3c3ccccc32)O1 (stereo not given)
  SSB-PriA inh: 15.0
CC1CCCC(=NNC(=O)c2ccncc2)C1 (stereo not given)
  SSB-PriA inh: -10.8

Further compounds follow.
SMILES	SSB-PriA inh
CN1CCOc2ccc(NC(=O)CCc3ccc(S(C)(=O)=O)cc3)cc2C1=O	1.0
O=C(NCc1cccnc1-c1cccs1)c1cc(C2CC2)on1	-2.0
COc1cccc2c(Nc3cccc(Cl)c3)c(C#N)cnc12	-4.0
CCOC(=O)C1=C(CC)Nc2ccccc2NC1=NS(=O)(=O)c1ccccc1F	0.8
Cc1ccc(-c2[nH]ncc2C=Nn2c(C)nc3ccccc3c2=O)cc1	-3.5
COc1cc(NC(=O)NCCN2CCC(c3cccs3)CC2)cc(OC)c1	0.0
NC(=S)NN=Cc1cccc(C=NNC(N)=S)c1	7.3
CCCCNC(=O)CCCn1nc(-c2cccc(OC)c2)ccc1=O	1.0
Cn1nc(CNS(=O)(=O)CCN2C(=O)CCCC2=O)c2ccccc2c1=O	-11.0
COc1ccc(S(=O)(=O)NCC(c2ccc3c(c2)CCCN3C)N(C)C)c(OC)c1 (stereo not given)	35.0

Screening data (PubChem)
